PMI act satM6P: increases human PMI activity with near-saturating mannose 6-phosphate; activation factor at 20 µM; P34949; 190,000 compounds, 0.34% hits; coupled PMI enzyme assay, resazurin fluorescence, 20 min; stronger effect = higher value; 1 = untreated enzyme, 0 = substrate-free blank;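 active means activation factor of 2 or more at 20 µM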
Target sequence (P34949 whole entry, looked up): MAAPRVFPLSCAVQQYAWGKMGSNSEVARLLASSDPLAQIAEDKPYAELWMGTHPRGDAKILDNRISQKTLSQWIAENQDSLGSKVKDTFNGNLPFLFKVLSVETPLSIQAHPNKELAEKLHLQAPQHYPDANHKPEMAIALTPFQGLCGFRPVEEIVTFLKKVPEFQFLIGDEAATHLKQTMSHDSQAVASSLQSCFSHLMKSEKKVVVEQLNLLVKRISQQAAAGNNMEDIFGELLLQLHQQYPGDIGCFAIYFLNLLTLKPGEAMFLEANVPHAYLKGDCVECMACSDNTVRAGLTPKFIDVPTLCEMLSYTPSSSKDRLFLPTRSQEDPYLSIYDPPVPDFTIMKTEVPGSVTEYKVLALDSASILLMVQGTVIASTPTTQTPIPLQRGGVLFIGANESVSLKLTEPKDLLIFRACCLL
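Test system: Human PMI in coupled enzyme assay | Input: 15 ng/mL PMI | Medium: HEPES-buffered pH 7.4 with magnesium and detergent | Compound: One concentration, 20 µM, in 1% DMSO | Incubation: Enzyme reaction with compound 20 min at room temperature | Detection: Diaphorase-driven resazurin-to-resorufin fluorescence, excitation 544, emission 590 nm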
Diaph act CS: diaphorase activation or chemical reduction counter-screen; 190,000 compounds, 0.005% hits; activation factor at 20 µM; Diaphorase/resazurin coupled assay, resorufin fluorescence, 16 min; stronger effect = higher value; 1 = vehicle wells, 0 = NADH-free wells;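 active means diaphorase activity raised at least twofold by the compound at 20 µM; inactive means activation factor below 2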
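Material: bacterial diaphorase enzyme (C. kluyveri); amount: enzyme 0.07 U/mL final; reagent: NADH substrate 0.114 mM plus resazurin dye 0.1 mM, final; doses: single compound dose of 20 µM, 1% DMSO final; timing: 16 min enzyme reaction, ambient temperature; measured by: fluorescence of resorufin, 544 nm excitation, 590 nm emission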
PMI act: phosphomannose isomerase (human) activation | P34949 | purified human PMI, coupled resazurin fluorescence, 20 min; stronger effect = higher value; 1 = vehicle control, 0 substrate-free wells | activation factor at 20 µM | 190,000 compounds, 0.005% hits | AID 1214;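 active means activation factor of 2 or more at 20 µM, relative to plate controls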
TLR4-MyD88 BLA: inhibitors of human TLR4-MyD88 binding | O00206+Q99836 | HeLa CL3-4 TLR4/MyD88 BLA complementation, FRET ratio | inhibition, % at 8.4 µM | 200,000 compounds, 0.18% hits | AID 861; in the data active means inhibition above about 25%;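 further: 0% = vehicle and 100% = reference inhibitor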
DTT redox prof: compounds producing H2O2 with reducing agent – biochemical, NIH compound library profiling, artefact control for MLSCN library redox annotation, primary screen. DTT-dependent redox cycling H2O2, phenol red/HRP absorbance; 100% = 100 µM peroxide control, 0% = buffer. activation, % at 10 µM. 200,000 compounds, 0.03% hits. AID 878;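 active means activation of at least 50% relative to the plate's high and low controls in the primary single-dose screen; inactive means activation below 50%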;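 further: compound incubated with DTT at 0.8 mM final as the reducing agent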
L major viab: inhibitors of Leishmania major promastigote growth; Leishmania major promastigotes, resazurin fluorescence viability; inhibition, % at 10 µM; 200,000 compounds, 9% hits; AID 1063;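 further: promastigotes grown with compound for 44 hours at 28 °C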
Diaphorase inh: diaphorase inhibition or chemical oxidation counter-screen | AID 1217 | diaphorase resazurin-to-resorufin fluorescence, NADH, 16 min; bacterial (C. kluyveri) enzyme, not human | 190,000 compounds, 0.69% hits | inhibition, % at 20 µM;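 active means primary screen inhibition at 20 µM above a set limit, cut at about 50% in these data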;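 further: plate controls were DMSO with full reaction for no effect and wells lacking NADH for full effect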
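material = Clostridium kluyveri diaphorase enzyme | amount = 0.14 U/mL diaphorase, enzyme working solution | schedule = incubation 16 min, room temperature | detection = fluorescence of resorufin formed from resazurin, Ex 544/Em 590 nm | benchmarks = positive control minus NADH, DMSO neutral control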
G6PDH CS: inhibits Leuconostoc G6PDH, flagging false hits in G6PDH-based assays | Purified L. mesenteroides G6PDH, diaphorase/resazurin coupled fluorescence, 45 min | inhibition, % at 5 µM | 200,000 compounds, 0.12% hits | AID 1020
S1P3 antagonist: antagonists of human S1P3 receptor | Q99500 | CHO S1P3 NFAT-BLA reporter, FRET fluorescence, antagonist mode | inhibition, % at 4.98 µM | 170,000 compounds, 0.27% hits | AID 485;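 active means inhibition above the plate cutoff, the mean inhibition of test wells on that plate plus 3 SD, cut at about 28% in these data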;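 further: cells challenged with S1P at its EC80 of 0.8 µM; blue over green emission ratio from cleaved BLA substrate after 4 h stimulation; 0% = S1P-stimulated wells and 100% = unstimulated DMSO-only wells; some compounds past the cut are filed as inactive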
Target sequence (Q99500 whole entry, looked up): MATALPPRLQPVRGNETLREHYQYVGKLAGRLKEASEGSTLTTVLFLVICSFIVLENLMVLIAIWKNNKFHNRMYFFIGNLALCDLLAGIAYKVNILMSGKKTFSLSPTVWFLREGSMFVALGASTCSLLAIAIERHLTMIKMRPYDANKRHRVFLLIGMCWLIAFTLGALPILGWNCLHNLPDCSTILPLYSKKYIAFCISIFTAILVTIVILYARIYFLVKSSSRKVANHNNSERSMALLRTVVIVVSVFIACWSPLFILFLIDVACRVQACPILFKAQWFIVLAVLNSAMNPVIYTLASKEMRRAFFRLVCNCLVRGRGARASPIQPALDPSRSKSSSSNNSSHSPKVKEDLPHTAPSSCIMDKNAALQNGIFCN
Hsp70 activator: transcriptional activators of Hsp70; HeLa Hsp70 promoter luciferase reporter, luminescence; scaled: vehicle 0, proteasome-inhibitor control 100%; activation, % at 10 µM; 200,000 compounds, 0.04% hits;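 active means activation above the mean across all tested compounds plus 3 SD, cutoff set per campaign, cut at about 5.5% in these data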;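 further: 100% = MG132 at 30 µM as the positive control and 0% = DMSO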
RAM inhibit: blocks the yeast RAM network; 190,000 compounds, 1.8% hits; inhibition, % at 50 µM; S. cerevisiae dse1pr::URA3 reporter, 5-FOA growth OD615, 2 d; analog-sensitive cbk1-as2 kinase mutant strain; AID 868;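 active means inhibition above a set limit, 3 SD over mean compound inhibition, cut at about 8.4% in these data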;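 further: 0% = DMSO-only wells with no growth and 100% = 10 µM 1-NA-PP1 full growth; inhibition rescues growth on 5-FOA so higher OD means more RAM inhibition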
* = called active by the depositor; . = no result given. Unless noted, no stated cut-off is given here; in the data, active means inhibition above about 50%; inactive means the rest.

No.	Structure	PMI act satM6P	Diaph act CS	PMI act	TLR4-MyD88 BLA	DTT redox prof	L major viab
1	COc1ccccc1N1CCN(C(=O)c2sc3nc(-c4ccc(F)cc4)cn3c2C)CC1	0.8	0.7	0.8	2	-1.7	7
2	Cc1ccc(Nc2nc3ccccc3o2)cc1F	0.9	0.9	1	20	0.3	2
3	C=CCN1C(=O)CN=C1NCc1ccccc1	1	0.9	1	5	-0.3	-7
4	Cc1cc(OCC(=O)NC(C)(C)C)ccc1Cl	0.9	0.9	1	-10	0.2	-2
5	Cc1ccc2[nH]cc(CCNC(=O)Nc3ccccc3)c2c1	0.9	0.8	0.9	1	0.1	11
6	O=C(c1cc2cc(Br)ccc2o1)N1CCCC1	0.9	0.8	0.9	11	-0.1	-1
7	CCCn1c(NC(=O)c2ccccc2)nc2ccccc21	1.1	0.9	1.1	0	0.9	41
8	C/C(=N\NC(=O)COc1cccc(Cl)c1)c1ccc2c(c1)OCCO2	1	0.9	1	4	-0.5	-6
9	O=C(Nn1c(SCc2ccc([N+](=O)[O-])cc2)nc2ccccc2c1=O)c1ccc(F)cc1	0.9	0.9	0.9	-2	1.0	3
10	CCN(c1ccc(C)c(C)c1)S(=O)(=O)c1ccc2c(c1)CCN2C(=O)CCC(=O)O	1	0.8	1	-2	0.2	-4
11	NS(=O)(=O)c1ccc(NC(=S)N2CCN(c3ccccc3)CC2)cc1	1.1	1	1	5	-0.6	-6
12	Cn1cc(SCC(=O)Nc2nc3ccccc3s2)c2ccccc21	0.9	0.8	0.9	3	1.2	-2

No.	Diaphorase inh	G6PDH CS	S1P3 antagonist	Hsp70 activator	RAM inhibit
1	32	-37	-5	-0.3	0.6
2	10	-5	.	0.5	3.6
3	14	5	-3	-0.3	0.6
4	8	-3	0	-0.2	0.4
5	16	3	.	-0.1	3.1
6	20	11	-18	-0.1	-0.4
7	7	2	-59	-0.2	0.2
8	6	-8	-5	-0.1	-0.1
9	13	5	1	0.4	3.2
10	17	2	.	-0.2	4.1
11	4	-9	-6	-0.2	3.7
12	18	-30	.	-0.1	4.1

The listing continues.
No.	Structure	PMI act satM6P	Diaph act CS	PMI act	TLR4-MyD88 BLA	DTT redox prof	L major viab
13	O=C(CSc1nnc2ccccn12)c1ccc2c(c1)OCCO2	0.8	0.7	0.9	1	-5.3	5
14	Cc1ccc(C2=CSC3=NNC4(CCCCC4)NN23)cc1	1	0.9	1	5	-0.1	55*
15	Cc1ccc(NC(=O)N2CCC(c3nc4c(nnn4Cc4cccc(Cl)c4)c(=O)[nH]3)CC2)cc1	0.8	0.7	0.7	6	-0.3	-4
16	CC(C)C(NS(=O)(=O)c1cccc2nsnc12)C(=O)N1CCn2c1nc1ccccc12 (stereo unspecified)	1	1	1	15	-1.1	12
17	COC(=O)CC1=C(C(=O)OC)C(c2cccc(OCC(N)=O)c2)C(C#N)=C(N)O1 (stereo unspecified)	0.9	0.9	1	2	0.1	6
18	CC1CCC(=NNC(=O)Cc2ccccc2)CC1 (stereo unspecified)	0.9	0.8	0.9	4	-3.6	-9
19	O=C(NCc1ccco1)c1cc2sccc2n1Cc1ccc(F)cc1	1	0.8	0.9	-4	0.6	7
20	CCCOc1ccc(C(=O)C(CN2CCCC2)c2ccccc2)cc1 (stereo unspecified)	1.1	0.9	1.1	-11	-0.2	100*
21	Cc1ccc(-n2[nH]c(C)c(C=Nc3ccc(S(=O)(=O)Nc4nc(C)cc(C)n4)cc3)c2=O)c(C)c1	1	0.9	1	3	-0.3	-7
22	COc1nc(N)nc(CC(=O)C2CC2)n1	1	0.9	1	1	-0.4	-3
23	CCc1ccc(-c2csc(NC(=O)C3=NN(c4ccccc4)C(=O)CC3)n2)cc1	1	0.8	1	11	-0.3	1
24	CCOC(=O)CCc1c(C)c(C#N)c2nc3ccccc3n2c1-n1ccnc1C	1	0.9	1	-19	0.6	0

No.	Diaphorase inh	G6PDH CS	S1P3 antagonist	Hsp70 activator	RAM inhibit
13	30	-10	-12	-0.1	0.5
14	5	-2	-15	-0.2	-1.2
15	32	-7	18	-0.2	4.1
16	4	17	.	-0.3	-0.1
17	9	8	.	0.0	0.2
18	16	2	.	-0.2	0.0
19	19	2	-3	-0.4	2.5
20	8	3	2	-0.5	1.2
21	7	4	4	-0.3	0.9
22	12	3	-23	-0.1	0.5
23	21	11	3	0.0	4.5
24	10	-18	.	0.0	0.8

Record cards, as listed above. Values in the order: PMI act satM6P	Diaph act CS	PMI act	TLR4-MyD88 BLA	DTT redox prof	L major viab	Diaphorase inh	G6PDH CS	S1P3 antagonist	Hsp70 activator	RAM inhibit
Entry for `Cc1ccc(-n2[nH]c(C)c(C=Nc3ccc(S(=O)(=O)Nc4nc(C)cc(C)n4)cc3)c2=O)c(C)c1` : 1	0.9	1	3	-0.3	-7	7	4	4	-0.3	0.9
Entry for `Cc1ccc(NC(=O)N2CCC(c3nc4c(nnn4Cc4cccc(Cl)c4)c(=O)[nH]3)CC2)cc1` : 0.8	0.7	0.7	6	-0.3	-4	32	-7	18	-0.2	4.1
Entry for `Cc1ccc(C2=CSC3=NNC4(CCCCC4)NN23)cc1` : 1	0.9	1	5	-0.1	55*	5	-2	-15	-0.2	-1.2
Entry for `O=C(CSc1nnc2ccccn12)c1ccc2c(c1)OCCO2` : 0.8	0.7	0.9	1	-5.3	5	30	-10	-12	-0.1	0.5
Entry for `COC(=O)CC1=C(C(=O)OC)C(c2cccc(OCC(N)=O)c2)C(C#N)=C(N)O1` (stereo unspecified) : 0.9	0.9	1	2	0.1	6	9	8	.	0.0	0.2

(cont.)
No.	Structure	PMI act satM6P	Diaph act CS	PMI act	TLR4-MyD88 BLA	DTT redox prof	L major viab
25	CC(C1CC1)N(C(=O)NC1CCS(=O)(=O)C1)c1ccccc1 (stereo unspecified)	1.1	1.1	1.1	-11	2.3	-4
26	CCCN(CCC)C(=O)CSc1ncccc1C(=O)O	1.2	0.9	1.1	-7	0.2	3
27	O=C(CSc1cn(CCNC(=O)c2cccs2)c2ccccc12)NC1CCCCC1	0.9	0.8	0.8	4	-1.4	50
28	Nn1c(SCC(=O)N2CCOCC2)nnc1-c1ccc(Cl)cc1Cl	0.9	0.8	1	7	0.2	-6
29	CC(=O)c1c(N2CCN(c3ccc(F)cc3)CC2)nc(=S)n(-c2ccccc2)c1C	0.9	0.6	1	-1	0.0	-2
30	CN(CC(=O)NC1CCCc2ccccc21)S(=O)(=O)c1ccc2c(c1)c(=O)n(C)c(=O)n2C (stereo unspecified)	1	0.8	1	-2	0.5	1
31	C/C(=N\NC(=O)c1nc(C)cc(C)n1)c1ccccc1	1	0.9	1	4	0.1	8
32	O=C(Nc1ccccc1F)C1CCCN(S(=O)(=O)c2ccccc2)C1 (stereo unspecified)	1	1	1	-11	-0.9	-7
33	CN(CC(=O)Nc1cc([N+](=O)[O-])ccc1Cl)Cc1ccc(Br)cc1	1.8	0.9	1.2	3	0.8	-4
34	C[C@H](NC(=O)Nc1ccc2c(c1)OCCO2)C(=O)O	0.9	0.8	1	-4	-0.2	-5
35	Cc1ccc2c(CC(=O)OCc3nc(N)nc(Nc4ccccc4C)n3)coc2c1	0.8	0.8	0.8	-3	-3.4	8
36	Cn1c(NN)nc2sc3c(c2c1=O)CCC3	0.9	0.8	0.9	4	0.1	-2
37	CCSc1sccc1C1C(C#N)=C(N)N(c2cccnc2)C2=C1C(=O)CCC2 (stereo unspecified)	0.9	0.8	0.9	-1	2.3	4
38	COCCn1c(CCC(=O)O)nc2c1c(=O)[nH]c(=O)n2CC(C)C	1.1	0.9	1.1	-15	1.6	-7
39	CCOC(=O)c1cc(NC(=O)c2ccccc2)c(=O)oc1C(F)(F)F	2.2*	0.9	1.8	8	-2.3	-2

No.	Diaphorase inh	G6PDH CS	S1P3 antagonist	Hsp70 activator	RAM inhibit
25	-10	5	-12	-0.1	3.1
26	13	0	0	-0.1	0.9
27	21	-7	.	-0.4	2.7
28	16	1	-29	-0.2	0.0
29	38	1	-11	0.1	-0.5
30	20	9	2	0.0	2.8
31	10	-3	.	-0.2	0.2
32	1	2	-5	0.1	1.5
33	12	-19	-3	0.0	1.0
34	16	-3	-16	-0.1	2.4
35	22	2	6	-0.1	0.6
36	21	3	.	-0.1	0.7
37	20	-20	-5	-0.2	0.2
38	8	14	3	-0.5	-0.4
39	9	-1	-5	-0.2	0.5

An unsorted share of the library; any-hit rate near 12%.
